BCR signal inh = blocks chronic active B-cell receptor signaling; ABC-DLBCL IkBa-CBG/CBR reporter, luminescence ratio, 4 h; Potency, µM (series often up to 46.1 µM), inactives show top-dose ratio change, negative = lower green/red ratio, most hits filed as inhibitors; actives 0.05% (n = 340,000); AID 493014; active = well fitted inhibition curve with a large enough effect in the signal ratio, with a control signal flat, not every such curve was filed as active; inconclusive = small, poorly fitted or top-dose-only effect, or effect the other way, or a change in a side signal; the % refers to the signal ratio;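 also: potency is read from the fitted curve at half-maximal effect; plate controls were basal doxycycline-induced cells for no effect and cells given 10 µM MG132 for full effect; MG132 reads +100%, hits lower the ratio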
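Cell line TMD8 (human ABC DLBCL), stably expressing tet-inducible CBG68-IkBa fusion and CBR; IMDM/0.5% FBS; cpd up to 46 uM; dox induction, 4 h, 37C/5% CO2; dual luminescence; green/red ratio; MG132 control.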
MBNL1-CUG inh = inhibitors of human MBNL1 binding to CUG repeat RNA; actives 0.036% (n = 280,000); Potency, µM (top dose mostly 57.5 µM), for inactives: at the top dose activity change, negative = inhibition, most hits filed as inhibitors; Q9NR56; AID 2675; TR-FRET MBNL1-His/biotin-(CUG)12 binding, 665/545 ratio; active = well fitted inhibition curve with a large enough effect in the signal ratio, with a control signal flat, not every such curve was filed as active; inconclusive = small, poorly fitted or top-dose-only effect, or effect the other way, or a change in a side signal; inactive = no such curve, though single readings can be large or run the other way; the % refers to the signal ratio; also: potency is read from the fitted curve at half-maximal effect; % is scaled to controls: 0 for no effect and ±100 for the full control effect
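TR-FRET between His-tagged MBNL1 and biotin-(CUG)12 RNA, detected with Tb anti-His antibody (0.055 ng/ul) and streptavidin-XL665 (5 nM), 60 min at room temperature. Compounds titrated 92 nM to 58 uM; 665/545 nm ratio normalized to buffer and complex controls.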
Mito fusion act = mitochondrial division inhibition or fusion activation | actives 0.23% (n = 320,000) | Potency, µM (titrated, usually from 46.1 µM), for the others: at the highest dose growth rescue (activation), hits mostly activators | S. cerevisiae fusion-defective mutant growth rescue, CellTiterGlo 48 h;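 also: potency is read from the fitted curve at half-maximal effect; % of control where 0% means no effect; nearly all actives have a fitted effect of over 45% in size; temperature-sensitive fusion mutants such as fzo1-1 at 37 °C on non-fermentable ethanol glycerol medium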
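Yeast fusion mutant, YPEG (non-fermentable carbon), compound, 48 h at 37C non-permissive; CellTiterGlo added, 10 min RT, luminescence read. Rescued growth = division inhibition.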
GALK inh = blocks human galactokinase activity | actives 0.007% (n = 270,000) | AID 1868 | Purified GALK, Kinase-Glo residual ATP luminescence | P51570 | Potency, µM (top dose mostly 57.5 µM), inactives show at the top dose activity change, negative = inhibition, actives largely listed as inhibitors; also: potency is read from the fitted curve at half-maximal effect; % is scaled to controls: 0 for no effect and ±100 for the full control effect
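ATP-depletion format; final 35 uM ATP, 100 uM D-galactose, 5 nM enzyme; pH 8.0 HEPES/Mg2+ buffer; 60 min RT; luminescence read 10 min after detection reagent.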
USP2a block = blocks human ubiquitin-specific protease USP2a; AID 463254; USP2 core, Ub-CHOP2 coupled fluorogenic reporter, 485/531; O75604; actives 0.01% (n = 330,000); Potency, µM (top dose mostly 38.3 µM), without a hit: at the top dose activity change, negative = inhibition, actives largely listed as inhibitors;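 also: potency is read from the fitted curve at half-maximal effect; plate controls were DMSO wells for no effect and full inhibition by NEM control for full effect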
Target sequence (O75604 whole entry, looked up): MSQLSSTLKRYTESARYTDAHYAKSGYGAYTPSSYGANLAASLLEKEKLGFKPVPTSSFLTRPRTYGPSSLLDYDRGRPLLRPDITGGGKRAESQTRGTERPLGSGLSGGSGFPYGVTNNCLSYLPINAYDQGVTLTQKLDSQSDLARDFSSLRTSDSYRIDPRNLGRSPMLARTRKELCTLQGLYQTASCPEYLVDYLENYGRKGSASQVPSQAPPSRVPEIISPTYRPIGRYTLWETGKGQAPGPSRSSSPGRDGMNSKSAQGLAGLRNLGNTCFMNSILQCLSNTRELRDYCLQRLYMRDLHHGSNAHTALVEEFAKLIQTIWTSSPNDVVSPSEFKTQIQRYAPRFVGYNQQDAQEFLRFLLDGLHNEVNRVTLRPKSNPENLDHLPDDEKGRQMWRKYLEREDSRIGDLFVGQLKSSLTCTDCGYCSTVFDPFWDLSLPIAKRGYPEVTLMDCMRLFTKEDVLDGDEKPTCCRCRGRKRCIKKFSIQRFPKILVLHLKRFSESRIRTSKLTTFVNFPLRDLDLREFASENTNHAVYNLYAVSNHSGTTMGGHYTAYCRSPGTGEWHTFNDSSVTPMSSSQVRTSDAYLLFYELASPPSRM
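USP2 core (10nM final) preincubated 30min RT with compound in 20mM Tris-HCl pH 8.0, 2mM CaCl2, 2mM beta-mercaptoethanol, 0.05% CHAPS; 25nM Ub-CHOP2 plus 25nM reporter substrate added, fluorescence (Ex485/Em531) read after 60min.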
PKM2 activator = activators of human pyruvate kinase M2; actives 0.34% (n = 260,000); Potency, µM (top dose mostly 57.5 µM), for the others: at the top dose activation, usual class: activators; P14618; purified PKM2, Kinase-Glo ATP luminescence, activation; response scale: 0% is enzyme alone, no compound; also: potency is read from the fitted curve at half-maximal effect; % is scaled to controls: 0 for no effect and ±100 for the full control effect; nearly all actives have a fitted effect of over 55% in size
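Purified hPK-M2 (>95%) run at intermediate activity with 0.1 mM ADP and 0.5 mM PEP in 50 mM imidazole pH 7.2, KCl, MgCl2; 1 h room temperature. ATP formed read by Kinase-Glo luminescence; normalized to uninhibited and no-enzyme controls.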
Menin-MLL TR inh = displaces Texas Red mutant MLL peptide from human menin; O00255; Menin + Texas Red MLL mutant peptide, fluorescence polarization; Potency, µM (titrated, usually from 61.6 µM), inactives show at the highest dose FP activity change, negative = inhibition, actives largely listed as inhibitors; actives 0.23% (n = 270,000); active = well fitted inhibition curve with a large enough effect in the polarisation, with a control signal flat, not every such curve was filed as active; inconclusive = small, poorly fitted or top-dose-only effect, or effect the other way, or a change in a side signal; inactive = no such curve, though single readings can be large or run the other way; the % refers to the polarisation; also: potency is read from the fitted curve at half-maximal effect; % of control where 0% means no effect; many of its hits are not listed in these tables
hERG WT inh = inhibitors of human wildtype KCNH2 potassium channel; actives 0.37% (n = 340,000); activity change, % at 1.84 µM; Q12809; U2OS, BacMam KCNH2, thallium flux FluxOr; active compounds read low;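 active = maximum activity change below -70%; inconclusive = maximum activity change between -70% and -50%; inactive = maximum activity change above -50%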; also: % is scaled to controls: 0 for no effect and ±100 for the full control effect
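U2OS cells transduced with wild-type KCNH2 virus are loaded with FluxOr dye for 45 min, and thallium flux is measured in kinetic reads before and after stimulation buffer. Rate constants are normalized to DMSO controls.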
Eya2 phos inh = inhibitors of human Eya2 phosphatase activity | O00167 | Potency, µM (titrated, usually from 76.9 µM), inactives show top-dose activity, negative = inhibition, actives largely listed as inhibitors | recombinant Eya2, OMFP fluorescence dephosphorylation (OMFP is methylfluorescein phosphate) | AID 488837 | actives 0.006% (n = 330,000); also: potency is read from the fitted curve at half-maximal effect; % is scaled to controls: 0 for no effect and ±100 for the full control effect
Target sequence (O00167 whole entry, looked up): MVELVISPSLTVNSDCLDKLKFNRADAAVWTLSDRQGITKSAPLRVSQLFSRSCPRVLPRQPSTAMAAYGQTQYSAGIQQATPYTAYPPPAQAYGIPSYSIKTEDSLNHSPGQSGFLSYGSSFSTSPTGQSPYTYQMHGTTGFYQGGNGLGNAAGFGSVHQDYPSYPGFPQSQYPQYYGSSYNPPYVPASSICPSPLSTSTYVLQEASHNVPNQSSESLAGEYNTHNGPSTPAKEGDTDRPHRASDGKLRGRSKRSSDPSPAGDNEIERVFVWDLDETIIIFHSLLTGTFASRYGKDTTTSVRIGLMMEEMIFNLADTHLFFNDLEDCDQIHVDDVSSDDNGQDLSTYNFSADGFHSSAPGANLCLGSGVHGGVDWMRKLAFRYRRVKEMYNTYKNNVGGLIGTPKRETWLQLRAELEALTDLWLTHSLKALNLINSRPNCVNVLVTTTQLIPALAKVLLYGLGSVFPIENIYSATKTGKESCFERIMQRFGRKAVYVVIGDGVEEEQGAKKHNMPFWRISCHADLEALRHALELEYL
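Eya2 protein (added as 0.2 uM solution) was preincubated with compound for 10 min at ambient temperature in 50 mM HEPES pH 7.5, 50 mM NaCl, 5 uM MgCl2, 0.05% BSA, 1 mM DTT. OMFP (added at 50 uM) then reacted 10 min; fluorescence read at 485/525 nm.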
ASM inhibitor = blocks human secretory acid sphingomyelinase; placental ASM, HMU-PC fluorogenic substrate, 60 min; Potency, µM (top dose mostly 57.5 µM), for the others: at the highest dose activity change, negative = inhibition, most hits filed as inhibitors; actives 0.006% (n = 340,000); AID 504937; also: potency is read from the fitted curve at half-maximal effect
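qHTS format. ASM enzyme prepared from human placenta hydrolyses the fluorogenic substrate HMU-PC0 (9 uM final) over 60 min at 37 °C after a 10 min compound preincubation.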
TSHR antagonist = antagonists of human thyroid stimulating hormone receptor; TSHR-expressing cells, TSH-stimulated cAMP HTRF, 2 h; active compounds read low; activity change, negative = inhibition, % at 11.5 µM; P16473; actives 0.2% (n = 330,000); AID 504810;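 active = activity change below a set negative limit, meaning inhibition stronger than a set level, cut at about -70% in these data; inconclusive = activity change between two set negative limits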; also: % is scaled to controls: 0 for no effect and ±100 for the full control effect
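Cell-based HTRF cAMP assay; TSHR cells + compound, TSH EC80 (4nM final), 2 h, 37 deg C. Lysis with anti-cAMP cryptate and cAMP-d2, 30 min RT, read 665/620 nm.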
An asterisk follows results filed as active; ? = inconclusive; / = no result given; [ ] = another dose, or the depositor's remark. Unless noted, calls follow the shape of the dose curve; as a rule, active = well fitted curve in the direction sought with a large enough effect; inconclusive = small, poorly fitted or top-dose-only effect, or another doubt; inactive = no such curve, though single readings can be large; an effect the other way counts as inactive or inconclusive.

SMILES | BCR signal inh | MBNL1-CUG inh | Mito fusion act | GALK inh | USP2a block | PKM2 activator | Menin-MLL TR inh | hERG WT inh | Eya2 phos inh | ASM inhibitor | TSHR antagonist
Cc1cccc(OCc2n[nH]c(=S)o2)c1 | ? | 2.8% | 3.0% | 18.9% | 0.2% | 0.4% | 8.7% | 10.2 | -2.4% | 6.5% | -4.5
CCCCN=C(NNc1ccc(Br)cc1)C(=O)OCC | -20.5% | -6.0% | 5.9% | 1.6% | -1.0% | -3.9% | ? | -13.2 | 3.7% | -2.2% | 4.2
CCN(CCCNC(=O)Cn1ncc2c([nH]c3ccc(C)cc32)c1=O)Cc1ccccc1 | 10.3% | 10.4% | 21.4% | 1.5% | -5.5% | / | -18.6% | -2.7 | 6.1% | 0.5% | -10.3
C=CCN(CC=C)c1nc2ccccc2nc1C(C#N)C(=O)OC(C)C (stereo unspecified) | ? | 27.7% | -1.3% | 0.0% | 2.9% | -0.5% | -19.0% | 13.7 | 7.9% | 198.6%[activator] | -9.5
OCCC1CN(Cc2ccccc2OC2CCCC2)CCN1Cc1ccsc1 (stereo unspecified) | -18.1% | 4.3% | -1.6% | 0.5% | 1.0% | -21.6% | -18.8% | 9.9 | -5.3% | 2.2% | 0.5
O=C(c1ccc(N2CCCC2=O)cc1)N1CCN(c2ccccc2)CC1 | 7.0% | -0.5% | 2.1% | -0.9% | 1.1% | -1.6% | -2.4% | -10.2 | -1.6% | 2.7% | -5.6
COc1ccc(C(=O)COC(=O)CSCc2c(C)noc2C)cc1OC | -6.9% | 2.1% | -2.2% | 1.9% | -1.5% | -10.0% | 0.3% | 7.5 | -2.6% | 2.6% | -3.1
CCOC(=O)c1ccc(NC(=O)CN2C(=O)C3C4C=CC(C4)C3C2=O)cc1 (stereo unspecified) | 0.3% | 4.2% | -2.7% | -1.8% | 1.2% | -0.6% | / | -10.0 | -30.7% | -1.0% | 3.8
Cc1c(Cl)cccc1Nc1ncccc1C(=O)OCC(O)CO (stereo unspecified) | ? | -2.1% | 0.2% | 3.0% | -5.6% | -4.7% | 21.1% | / | ? | / | 2.4
CCn1c(CNC(=O)c2ccccc2F)nnc1SCC(=O)NC1CCCCC1C (stereo unspecified) | -5.0% | -8.9% | -0.1% | 1.2% | 1.1% | -17.6% | -4.9% | -2.2 | 5.1% | 3.6% | 9.2
O=C(NCC1CCCO1)C1CCCN(S(=O)(=O)c2cccc(C(F)(F)F)c2)C1 (stereo unspecified) | 1.2% | -1.7% | 0.8% | -2.3% | 0.5% | 2.4% | -2.5% | 5.0 | 5.4% | 1.2% | 13.0
COc1ccc(N2CCN(C(=O)Cc3ccc(S(=O)(=O)N4CCOCC4)s3)CC2)cc1 | -0.2% | 2.7% | -1.4% | -1.1% | -0.7% | -3.8% | ? | -4.5 | 9.3% | 6.7% | -13.4
CCOC(=O)c1ccc(NCC(O)COc2ccccc2)cc1 (stereo unspecified) | -21.8% | -2.5% | 14.2% | -1.7% | -6.8% | 5.5% | 3.3% | -0.2 | -21.1% | -15.4% | -0.9
O=C(NN1C(=O)c2ccc3c4c(ccc(c24)C1=O)CC3)c1ccc(Br)cc1 | 6.1% | 9.1% | -11.7% | 2.0% | 0.8% | -3.3% | -4.5% | -2.7 | -0.2% | 426.2%[activator] | 2.2
COc1ccc(C2C(C(=O)c3ccco3)=C(O)C(=O)N2CCc2ccccc2)cc1OC (stereo unspecified) | 0.3% | 7.0% | -6.1% | -0.8% | -0.8% | 2.3% | 6.7% | -2.8 | -1.3% | -13.2% | 5.5
CCCn1c(-c2cccc(F)c2)nc2c1c(=O)[nH]c(=O)n2Cc1ccccc1 | -4.4% | -5.7% | 4.5% | -1.5% | 0.9% | / | -15.4% | -2.5 | 2.4% | -1.8% | 0.6
COc1cc(C(=O)Nc2ccc(C(C)=O)cc2)c(Br)c(OC)c1OC | 0.8% | ? | 0.6% | -3.5% | -1.3% | 0.5% | 19.7% | 0.6 | -0.5% | 3.7% | -11.7
CCc1ccc(NC(=O)Cn2c(=O)n(CCCC(=O)NCc3ccco3)c(=O)c3ccccc32)cc1 | -1.9% | -7.9% | -1.4% | -0.5% | -0.4% | 1.1% | ? | 0.8 | -24.2% | 0.6% | 1.4
CC1(C)Cc2c(cnn2-c2ccc(F)cc2)C(NC(=O)CCN2CCCCC2=O)C1 (stereo unspecified) | 1.0% | -3.3% | -1.9% | -4.7% | -0.4% | / | / | -6.4 | 2.3% | -0.2% | 15.0
COc1ccc(OC)c(NC(=O)/C=C/c2ccccc2[N+](=O)[O-])c1 | 0.2% | ? | 9.2% | 0.3% | -1.4% | 6.6% | ? | -0.3 | -0.6% | -4.1% | -15.0
COCc1ccccc1Cn1cnc2c1c(=O)n(C)c(=O)n2C | -1.3% | -4.1% | -6.3% | 2.0% | -0.1% | -0.7% | -3.9% | 11.2 | 2.8% | 5.1% | 9.6
CCOC(=O)c1ccc(Nc2nc(-c3cccnc3)nc3ccccc23)cc1 | ? | 10.8% | 7.3% | -1.0% | -0.3% | -7.6% | 28.3% | 1.5 | -11.4% | 12.5% | -15.7
COC(=O)C1=C(C)N(c2ccccc2)C(=S)NC1c1ccccc1C(F)(F)F (stereo unspecified) | 2.4% | -5.4% | 13.3% | 9.7% | 0.4% | 2.6% | -0.2% | / | -0.2% | -6.8% | -3.7
CC(NC(=O)C(=O)NCCc1c[nH]c2ccccc12)c1ccccc1 (stereo unspecified) | 0.1% | -1.6% | -3.7% | -3.0% | 4.1% | / | ? | -5.1 | 2.4% | 5.8% | -4.3
Cc1ccc(Nc2ncnc(-n3cccc3)n2)cc1Cl | 26.1% | -0.5% | 4.8% | 0.6% | 9.5% | 2.6% | / | 5.4 | 2.5% | -0.3% | -7.9
CCC(=O)Nc1ccc2nc3c(=O)[nH]c(=S)[nH]c3nc2c1 | -3.7% | ? | 0.5% | -4.7% | 3.2% | / | 33.0%[activator] | 0.6 | -0.1% | 20.6% | 3.4
COc1cccc(C2c3[nH]c4ccccc4c3C[C@H]3C(=O)N(c4ccccc4C(=O)N4CCC[C@H]4C(=O)O)C(=O)N23)c1 (stereo partly specified) | 17.3% | -2.1% | -0.2% | / | 0.8% | 9.0% | 0.8% | -6.7 | -8.0% | -2.9% | 1.3
O=c1c2cc(Cl)ccc2[nH]c(=S)n1Cc1ccco1 | ? | 4.9% | 10.0% | -1.1% | -2.0% | 10.3% | -15.0% | -5.0 | -5.2% | 1.3% | 13.6
Cn1nccc1/C=N\NC(=O)c1ccc(Cl)cc1 | 5.9% | -11.2% | 0.3% | -7.5% | 2.5% | -1.7% | -12.1% | -0.3 | -1.6% | -1.7% | 44.2
CCOc1cccc(=O)c2c(C)n(CC(=O)c3ccccc3)c(C)c12 | 24.4% | ? | 7.2% | -0.5% | 1.1% | 2.0% | ? | -6.1 | 4.6% | -15.0% | -9.7
O=C(NCc1ccco1)c1cccc(S(=O)(=O)N2CCCCC2)c1 | 0.5% | -3.7% | -0.4% | -0.2% | 1.4% | 11.0% | 8.0% | 2.2 | 5.0% | -0.2% | -1.7
Cc1cc(OCC(=O)NCc2ccccn2)cc(C)c1Br | ? | -11.6% | -6.6% | 2.4% | 0.5% | -2.5% | -7.5% | -6.8 | 4.1% | 1.7% | 4.0
O=C(NCCCN1CCCCC1)c1ccc2c(c1)NC(=O)C(N1CCOCC1)S2 (stereo unspecified) | -3.3% | -0.2% | -0.5% | 1.5% | -1.2% | -2.1% | -15.1% | 3.3 | -3.4% | 3.3% | 0.5
COc1ccccc1N(CC(=O)NC1CCCC1)C(=O)c1oc(C(C)(C)C)cc1C | ? | -3.8% | 14.0% | 0.2% | 0.8% | -19.0% | -24.0% | 1.0 | -3.1% | 0.0% | -16.0

Source: PubChem (National Center for Advancing Translational Sciences (NCATS))

An excerpt; the hit share may differ from the screen's.
